# Screens: PubChem BioAssay, University of Kansas High Throughput Screening Laboratory
# mHTT-CaM PPI inh: inhibitors of human mutant huntingtin-calmodulin interaction | inhibition, % at 15 µM | P42858 | AlphaScreen His-mHTT/GST-CaM binding, luminescence | 190,000 compounds, 3.6% hits;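 further: 0% = both proteins with DMSO and 100% = one protein alone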
# Target sequence (P42858 whole entry, looked up, stated change not applied): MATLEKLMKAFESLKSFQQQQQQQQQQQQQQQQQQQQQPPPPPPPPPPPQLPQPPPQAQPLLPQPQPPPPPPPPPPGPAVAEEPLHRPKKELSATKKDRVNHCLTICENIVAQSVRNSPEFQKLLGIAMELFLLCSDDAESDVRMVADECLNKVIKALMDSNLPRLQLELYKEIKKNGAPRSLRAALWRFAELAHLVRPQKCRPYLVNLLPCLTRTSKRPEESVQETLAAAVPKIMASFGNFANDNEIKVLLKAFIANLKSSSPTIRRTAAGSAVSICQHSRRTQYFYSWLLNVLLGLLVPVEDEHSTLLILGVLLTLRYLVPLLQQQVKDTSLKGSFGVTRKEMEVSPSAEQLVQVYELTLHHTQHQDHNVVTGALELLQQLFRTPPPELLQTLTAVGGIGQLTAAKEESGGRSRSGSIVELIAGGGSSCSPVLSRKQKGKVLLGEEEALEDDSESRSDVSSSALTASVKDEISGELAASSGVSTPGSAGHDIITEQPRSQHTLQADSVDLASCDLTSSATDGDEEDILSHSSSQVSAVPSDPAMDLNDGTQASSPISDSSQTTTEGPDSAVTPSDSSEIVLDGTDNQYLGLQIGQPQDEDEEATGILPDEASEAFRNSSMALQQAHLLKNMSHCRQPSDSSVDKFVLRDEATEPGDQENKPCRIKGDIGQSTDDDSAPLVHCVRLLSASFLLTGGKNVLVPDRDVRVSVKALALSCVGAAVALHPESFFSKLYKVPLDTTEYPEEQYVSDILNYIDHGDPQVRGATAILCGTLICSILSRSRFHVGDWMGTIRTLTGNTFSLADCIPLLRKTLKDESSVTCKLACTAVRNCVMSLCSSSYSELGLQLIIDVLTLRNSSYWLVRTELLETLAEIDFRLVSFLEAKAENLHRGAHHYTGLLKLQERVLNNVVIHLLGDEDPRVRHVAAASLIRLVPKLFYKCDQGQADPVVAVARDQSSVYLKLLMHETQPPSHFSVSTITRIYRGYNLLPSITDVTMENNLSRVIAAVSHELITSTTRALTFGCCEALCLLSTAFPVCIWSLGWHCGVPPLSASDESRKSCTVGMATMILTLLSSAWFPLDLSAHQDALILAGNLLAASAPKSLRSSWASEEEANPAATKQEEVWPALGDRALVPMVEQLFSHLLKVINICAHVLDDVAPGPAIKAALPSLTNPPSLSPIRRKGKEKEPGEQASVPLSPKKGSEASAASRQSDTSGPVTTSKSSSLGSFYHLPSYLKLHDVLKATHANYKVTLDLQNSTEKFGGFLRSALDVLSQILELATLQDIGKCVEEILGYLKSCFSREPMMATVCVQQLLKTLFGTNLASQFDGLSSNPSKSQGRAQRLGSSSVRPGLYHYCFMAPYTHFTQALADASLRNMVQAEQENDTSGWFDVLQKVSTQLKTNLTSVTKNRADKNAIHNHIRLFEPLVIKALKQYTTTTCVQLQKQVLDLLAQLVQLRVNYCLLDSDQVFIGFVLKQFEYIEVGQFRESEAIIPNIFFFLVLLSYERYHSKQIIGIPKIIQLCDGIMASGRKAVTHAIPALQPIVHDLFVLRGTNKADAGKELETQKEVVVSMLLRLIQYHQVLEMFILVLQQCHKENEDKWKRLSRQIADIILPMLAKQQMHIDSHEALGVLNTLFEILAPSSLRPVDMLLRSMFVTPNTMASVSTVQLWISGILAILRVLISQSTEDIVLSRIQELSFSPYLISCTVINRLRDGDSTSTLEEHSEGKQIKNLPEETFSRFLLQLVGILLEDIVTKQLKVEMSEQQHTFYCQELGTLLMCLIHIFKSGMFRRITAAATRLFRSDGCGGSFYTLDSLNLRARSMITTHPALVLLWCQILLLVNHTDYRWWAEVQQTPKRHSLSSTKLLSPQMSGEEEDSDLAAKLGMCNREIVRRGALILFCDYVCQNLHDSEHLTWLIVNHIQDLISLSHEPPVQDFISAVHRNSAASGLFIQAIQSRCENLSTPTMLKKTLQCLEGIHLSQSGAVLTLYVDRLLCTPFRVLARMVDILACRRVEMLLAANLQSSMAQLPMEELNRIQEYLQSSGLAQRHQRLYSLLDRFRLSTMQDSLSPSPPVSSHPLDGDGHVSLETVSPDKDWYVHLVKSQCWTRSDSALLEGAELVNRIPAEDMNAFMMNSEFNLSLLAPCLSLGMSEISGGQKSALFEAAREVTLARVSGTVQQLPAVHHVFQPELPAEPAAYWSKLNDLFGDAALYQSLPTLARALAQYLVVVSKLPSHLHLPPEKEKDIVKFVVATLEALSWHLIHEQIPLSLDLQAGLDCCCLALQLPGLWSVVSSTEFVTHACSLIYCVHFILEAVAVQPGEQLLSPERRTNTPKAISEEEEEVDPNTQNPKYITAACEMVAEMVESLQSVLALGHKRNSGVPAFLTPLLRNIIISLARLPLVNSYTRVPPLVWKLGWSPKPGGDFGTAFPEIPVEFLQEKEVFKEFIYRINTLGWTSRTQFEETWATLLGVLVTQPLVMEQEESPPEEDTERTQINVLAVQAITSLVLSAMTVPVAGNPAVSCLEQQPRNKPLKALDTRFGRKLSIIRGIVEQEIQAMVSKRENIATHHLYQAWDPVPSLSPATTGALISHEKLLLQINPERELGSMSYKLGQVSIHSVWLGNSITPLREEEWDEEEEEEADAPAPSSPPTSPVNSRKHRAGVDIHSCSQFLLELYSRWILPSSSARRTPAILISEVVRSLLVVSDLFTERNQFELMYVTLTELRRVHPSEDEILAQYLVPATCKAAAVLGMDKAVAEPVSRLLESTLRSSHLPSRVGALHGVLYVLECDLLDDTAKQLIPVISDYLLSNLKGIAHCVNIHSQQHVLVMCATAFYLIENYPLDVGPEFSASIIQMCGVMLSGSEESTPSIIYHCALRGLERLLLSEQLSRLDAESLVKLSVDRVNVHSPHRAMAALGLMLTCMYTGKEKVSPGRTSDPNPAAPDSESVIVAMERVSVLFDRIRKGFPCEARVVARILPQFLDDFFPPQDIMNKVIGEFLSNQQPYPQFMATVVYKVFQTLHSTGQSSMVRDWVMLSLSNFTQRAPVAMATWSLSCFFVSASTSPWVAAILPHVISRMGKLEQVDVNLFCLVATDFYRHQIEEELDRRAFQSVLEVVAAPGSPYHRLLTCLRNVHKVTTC
# Pf apPOL block: Pf-apPOL DNA polymerase inhibition | Recombinant Pf-apPOL, molecular beacon fluorescence, 1.5 h | inhibition, % at 10 µM | 210,000 compounds, 0.25% hits | AID 1794808
# Active calls of the source: *; i = inactive; x = no result given; & = joins results of further samples. No stated cut-off is given here; in the data, active means inhibition above about 50%; inactive means the rest. The list is partial. The share of hits here may be higher or lower than overall.
smiles	mHTT-CaM PPI inh	Pf apPOL block
O=C1OC(c2cccc([N+](=O)[O-])c2)=N/C1=C/c1cc2c(cc1Cl)OCO2	22.0	0.1
CC1(C)CC(NC(=O)Cc2ccccc2)CC(C)(CNC(=O)Cc2ccccc2)C1 (configuration not stated)	35.4	1.1
CCOc1ccc2cc(C(N)=O)c(=Nc3ccc(C)cc3)oc2c1	29.0	6.9
CCCN(CCC)S(=O)(=O)c1ccc(NC(=O)c2ccccc2C)cc1	-12.7	1.3
COC(=O)c1ccccc1NC(=O)c1cnc2cc(C)ccn2c1=O	-1.5	-2.9
CC1=CC(=O)C=C/C1=N\OC(=O)c1ccc(Cl)cc1	i	-1.6
O=C(NCc1cccnc1)c1cc2cn(C3CCCC3)cc2s1	18.4	19.6
CCCCCC(O)(CCCCC)C(=O)Nc1ccccn1	-41.0	-2.9

smiles	mHTT-CaM PPI inh	Pf apPOL block
CCOC(CNC(=O)c1ccc(CNC(=O)c2cc(OC)c(OC)c(OC)c2)cc1)OCC	2.0	-1.4
COCCNC(=O)C1c2ccccc2CC(=O)N1C(C)C (configuration not stated)	-4.5	-7.7
CN1CCCN(C/C=C/c2ccccc2[N+](=O)[O-])CC1	3.6	-9.0
CN(c1ccc([N+](=O)[O-])cc1S(=O)(=O)N1CCOCC1)C1CCCCC1	5.4	-1.4
CCOC(=O)c1c(N)sc(C(=O)N2CCCC2)c1C	-3.3	-7.3
S=c1[nH]nc(-c2ccco2)n1/N=C/C=C/c1ccco1	i	x
CCOc1ccc(NC(=O)c2ccc(F)c(S(=O)(=O)NCc3ccc(F)cc3)c2)cc1	3.0	-5.4
CC(C)Oc1ccc(C(O)=C2C(=O)C(=O)N(CCCn3ccnc3)C2c2ccccc2F)cc1 (configuration not stated)	4.6	-8.4

# Of the compounds above, these have a halogen.
smiles	mHTT-CaM PPI inh	Pf apPOL block
O=C1OC(c2cccc([N+](=O)[O-])c2)=N/C1=C/c1cc2c(cc1Cl)OCO2	22.0	0.1
CC1=CC(=O)C=C/C1=N\OC(=O)c1ccc(Cl)cc1	i	-1.6
CCOc1ccc(NC(=O)c2ccc(F)c(S(=O)(=O)NCc3ccc(F)cc3)c2)cc1	3.0	-5.4
CC(C)Oc1ccc(C(O)=C2C(=O)C(=O)N(CCCn3ccnc3)C2c2ccccc2F)cc1 (configuration not stated)	4.6	-8.4

# The list continues.
smiles	mHTT-CaM PPI inh	Pf apPOL block
CC(C)CC(=O)Nc1cnc(N2CCCCCC2)nc1	2.9	-8.5
Brc1ccc(C2=CC(c3cccc(Br)c3)n3nnnc3N2)cc1 (configuration not stated)	3.0	-2.2
CCNc1cc(N2CCCC(CCC(=O)Nc3ccccc3C)C2)ncn1 (configuration not stated)	3.7	-4.7
COc1ccccc1N1CCN(C2CCN(CC3CC4C=CC3C4)CC2)CC1 (configuration not stated)	1.4	4.5
COc1cc2c(cc1OC)CN(Cc1ccc(N(C)C)cc1)CC2	5.0	-0.6
CCCN1CCN(c2ncc3c(n2)CCN(Cc2cccc(Cl)c2)C3)CC1	38.8	-3.8
COc1ccc(N2CCN(C(=O)C3CCN(C(=O)c4ccc(F)cc4)CC3)CC2)cc1	8.7	-4.6
Cc1ccc(C)c(S(=O)(=O)N2CCc3nc[nH]c3C2)c1	3.5	-2.1

smiles	mHTT-CaM PPI inh	Pf apPOL block
Cc1ccc(CNC(=O)O[C@H]2CC[C@@]34CCCN3C(=O)CCC[C@H]4[C@H]2C)o1	-10.4	-8.6
Cc1ccc(F)cc1NC(=O)C1CCN(c2cc(N3CCSCC3)ncn2)CC1	-7.2	0.8
CCOC(=O)N1CCN(C(c2cccs2)c2c(O)cc(C)n(CC)c2=O)CC1 (configuration not stated)	-13.4	2.4
CC(NC(=O)NC1CCCCC1)c1ccccc1 (configuration not stated)	-1.2	-0.8
CCOc1ccccc1Nc1ncnc2c1cnn2-c1ccc(Cl)cc1	9.0	0.7
CCc1onc(C)c1C1CCCN1C(=O)c1cc(-c2ccccc2F)no1 (configuration not stated)	-3.5	-2.5
COc1ccc(OCCCC(=O)Nc2ccc([N+](=O)[O-])cc2C)cc1	2.7	-10.1
CNC(=O)c1sc(-c2ccc(F)cc2)nc1C	2.5	-3.1

smiles	mHTT-CaM PPI inh	Pf apPOL block
Cc1ccc(NC2=CC(=NS(=O)(=O)c3cccs3)c3ccccc3C2=O)c(C)c1	90.0*	3.4
O=C1NCCCC1C(=O)N1CCN(C(=O)c2ccco2)CC1 (configuration not stated)	2.1	-1.1
COc1nc(C)nc(NC(=O)NC(=O)c2c(Cl)nc(C)c(Cl)c2C)n1	-4.0	-1.9
COc1cc(Cl)c(C)cc1NC(=O)CCc1ccccc1	-22.5	-5.8
CN(C)CCOC1c2ccccc2-c2ccccc21	-1.8	-2.1
COc1ccccc1Oc1c(C)oc2cc(OC(=O)c3ccccc3)ccc2c1=O	-2.7	-6.6
CC(C)C1C(=O)N(Cc2cn(CCC3OCCCO3)nn2)CCS(=O)(=O)N1Cc1ccc(-c2cccc(CO)c2)cc1 (configuration not stated)	45.5	-7.3
CCc1c(C)sc(NC(=O)c2ccc(OC)cc2OC)c1C(N)=O	2.8	-3.1

# Compound profiles, from the list above:
# Shown for COc1cc(Cl)c(C)cc1NC(=O)CCc1ccccc1 → mHTT-CaM PPI inh = -22.5; Pf apPOL block = -5.8
# Shown for O=C1NCCCC1C(=O)N1CCN(C(=O)c2ccco2)CC1 (configuration not stated) → mHTT-CaM PPI inh = 2.1; Pf apPOL block = -1.1
# Shown for CC(C)C1C(=O)N(Cc2cn(CCC3OCCCO3)nn2)CCS(=O)(=O)N1Cc1ccc(-c2cccc(CO)c2)cc1 (configuration not stated) → mHTT-CaM PPI inh = 45.5; Pf apPOL block = -7.3

# Continuation:
smiles	mHTT-CaM PPI inh	Pf apPOL block
COc1cccc(COc2cn(C)c(C(=O)NCCc3c[nH]c4ccccc34)cc2=O)c1	-7.0	-5.2
CC(=O)N1CCc2[nH]c3ccc(C(=O)N(C)c4cccc(Cl)c4)cc3c2C1	50.4*	-5.5
Cc1cccc(N2CCN(C(=O)c3ccc(F)cc3)CC2)c1C	-5.2	-2.9
Cc1ccnc(N2CCCC(C(=O)N3CCC(Cc4ccccc4)CC3)C2)n1 (configuration not stated)	19.1	-2.3
COc1ccc(C2=C/C(=C\c3ccco3)C(=O)O2)cc1	14.0	-7.7
CC(C)OCCCNC(=O)C1(C)CCC(=O)N1c1ccc(F)cc1 (configuration not stated)	-2.8	2.3
CCc1nn(-c2ccccc2Cl)c(CC)c1C(=O)N1CCN(CC)CC1	3.1	-1.0
COc1ccc(C2=N/C(=C/c3cc(OC)c(OC)c(OC)c3)C(=O)O2)cc1Br	17.0	-7.6

smiles	mHTT-CaM PPI inh	Pf apPOL block
COCCCNC(=O)N1CCC(n2c(C3CCCC3)nc3cccnc32)C1 (configuration not stated)	-1.0	1.9
COc1ccc(NS(=O)(=O)c2cccc3nsnc23)cc1	3.0&5.5	-4.9&6.5
Cc1ccc(NC(=O)C(=O)NCCN2CCN(C(=O)Nc3ccccc3)CC2)cc1	-3.1	-0.2
O=C1OCCN1C(=O)[C@H]1[C@H](c2ccc(Cl)cc2)C(c2ccc(F)cc2)=NN1c1ccccc1	71.9*	1.7
O=C(Nc1cc(Cl)cc(Cl)c1)c1ccc(F)c(S(=O)(=O)NCc2ccccc2)c1	0.0	28.5
CC(C)n1ccc(-c2nnc(NC(=O)COc3ccccc3F)o2)n1	40.0	-0.1
COc1ccc(C(=O)N2CCN(Cc3ccc([N+](=O)[O-])cc3)CC2)cc1	7.6	-2.6
CN(CCNC(=O)C1CC(=O)N(c2ccc(F)c(Cl)c2)C1)Cc1ccccc1 (configuration not stated)	-2.9	-3.6

smiles	mHTT-CaM PPI inh	Pf apPOL block
COc1ccc(C2=NOC(C(=O)Nc3cccnc3)C2)cc1OC (configuration not stated)	3.9	-7.9
CCOc1ccc(NC(=O)N(CCN(C)C)C(C)c2cccnc2)cc1 (configuration not stated)	-10.0	-9.4
Cc1ccc(C(=O)C2=C(O)C(=O)N(Cc3cccnc3)C2c2ccccc2F)o1 (configuration not stated)	-0.1	-1.9
COc1ccc(N=C2N=C(N)c3ccccc32)cc1Cl	23.0	-8.1
CCOc1ccc(-n2nc(C)c3c2CC(C)(C)CC3=O)cc1	32.8	0.1
C=CCOc1ccc(/C=C2/C=C(c3ccc(C)cc3)OC2=O)cc1	16.0	-3.2
O=C(CCN1C(=O)c2cccc([N+](=O)[O-])c2C1=O)NCc1ccco1	2.7	3.3
COc1ccc(NC(=O)CN2CCN(CC(=O)Nc3ccccc3F)CC2)cc1Cl	7.0	0.5

smiles	mHTT-CaM PPI inh	Pf apPOL block
O=C(Nc1ccc(F)cc1)C(=O)c1c(O)[nH]c2ccccc12	-5.0	-3.8
CCOC(=O)c1ccc(NS(=O)(=O)c2c[nH]c(=O)[nH]c2=O)cc1	-2.0	-10.5
CCn1cc(C(=O)NCCCOC)c2cc(OC)c(OC)cc2c1=O	-4.0	-2.1
N#CC1=C(N)Oc2n[nH]c(C(F)(F)F)c2C1c1ccccc1 (configuration not stated)	0.0	6.2
CCc1ccc(N(CC(=O)Nc2ccc3c(c2)OCO3)S(=O)(=O)c2ccccc2)cc1	7.5	-8.4
COc1cccc(-c2n[nH]c(C3CC3)c2NC(=O)C2CC2)c1	13.5	-1.5
CCNC(=O)c1ccc2c(c1)nnn2Cc1ccccc1	-7.4	-6.4
O=C(COc1ccccc1)Nc1cc(C(F)(F)F)ccc1Cl	-5.0	-2.9

Structure,mHTT-CaM PPI inh,Pf apPOL block
O=C(NCC(=O)N1CCCc2ccccc21)c1cc2ccccc2oc1=O,-5.1,-0.6
CCOC(=O)N1CCN(C(=O)CCC2CCN(c3cc(NC4CC4)ncn3)CC2)CC1,9.4,-0.5
COCc1cc(C)nc2sc(C(=O)Nc3cc(Br)cc4cccnc34)c(N)c12,-3.0,-6.1
O=C(Nc1ccc(N2S(=O)(=O)c3ccccc3S2(=O)=O)cc1)C1CCCCC1,14.0,-7.4
O=C(NC1CCCC1)C1CCN(c2cnc(N3CCCC3)nc2)CC1,-3.9,0.6
O=C(NCCCc1ccccc1)c1nnn2c1COC(c1ccc(Br)cc1)C2 (configuration not stated),-4.1,-5.8
COc1ccc2occ(C(C)=O)c2c1,0.0,-3.4
CC(NC(=O)c1ccccc1)C(=O)O (configuration not stated),0.9,2.3
COc1ccc(C2=NOC(C(=O)Nc3cc(C)nn3-c3ccccc3)C2)cc1OC (configuration not stated),3.9,-5.8
N#Cc1c(F)cccc1Sc1ccc(Cl)cc1,x,0.1
CCCOc1ccnc2c1c(=O)n(Cc1ccccn1)c(=O)n2C,-16.2,2.3
Cc1c(C(=O)Nc2ccccc2)cc(-c2ccccc2)n1CCSCc1c(F)cccc1Cl,x,1.5

Structure,mHTT-CaM PPI inh,Pf apPOL block
Cc1cccc(-c2nc(C3CCN(C(=O)CCC4CCCC4)CC3)no2)c1,-38.0,-1.2
O=C(CN1C(=O)c2ccccc2C1=O)Nc1nc(-c2ccccc2)cs1,0.8,-66.3
C=CCn1c(=O)c2c(ncn2Cc2ccccc2C)n(-c2ccc(F)cc2)c1=O,4.5,1.2
Cc1noc(COC2CCCN(C(=O)NCc3cccc(F)c3)C2)n1 (configuration not stated),-6.2,-1.2
CC(=O)NCc1csc(C2CCCN(S(=O)(=O)Cc3cc(F)cc(F)c3)C2)n1 (configuration not stated),2.5,-4.0
O=C1NC2(CCCCC2)C(=O)N1CC(=O)N1CCCc2ccccc21,3.5,-0.8
CN(C)c1ccc(NC(=O)c2cc(I)ccc2Cl)cc1,8.8,-2.5
CCN(CC)CCCC(C)Nc1c2ccc(Cl)cc2nc2ccc(OC)cc12 (configuration not stated),x,61.7*
Cc1ccc(-n2nc3c(c2NC(=O)Cc2ccc(F)cc2)CS(=O)(=O)C3)cc1,0.0,-3.7
Cn1c(C2CCN(C(=O)c3nccc4ccccc34)C2)nc2ccncc21 (configuration not stated),3.1,1.9
CC(C)NC(=O)c1cncc(-c2cccc(Cl)c2Cl)c1,0.3,4.1
CC(=O)Nc1ccc(C(=O)n2cnc3cc(C)c(C)cc32)cc1,12.4,-1.9

Structure,mHTT-CaM PPI inh,Pf apPOL block
Fc1ccc(-c2n[nH]c(C3CCN(C4CCCC4)CC3)n2)cc1,-3.3,5.3
O=c1cc(CN2CCCCC2)c2c(ccc3ccccc32)o1,-9.5,3.3
COc1cccc(OC)c1OCC(O)CN(CCO)CCO (configuration not stated),-2.5,-5.9
Cc1ccc(C(=O)Nc2ccc3c(c2)OCO3)cc1C,6.8,0.4
O=C(Nc1ccccc1[N+](=O)[O-])c1ccc(Cl)c(S(=O)(=O)N2CCCCCC2)c1,7.8,-3.6
Cc1ccccc1NC(=O)c1cc2c(=O)n3cccc(C)c3nc2s1,-3.0,2.5
COc1ccc(-c2nc3n(n2)C(c2cc(OC)ccc2OC)C2=C(CCCC2=O)N3)cc1 (configuration not stated),-7.6,-2.5
CCS(=O)(=O)N1CCC(c2noc(-c3cccc(C)c3)n2)CC1,-9.1,4.0
CCCCOc1ccc(C(=O)NC2(c3nc(CC)no3)CCCCC2)cc1,-11.2,3.3
COc1ccccc1C(=O)N1CCn2cnnc2C1,-0.4,0.1
CCCNC(=O)C1CCN(c2ncnc3c2nc2n3CCCCC2)CC1,3.9,-4.1
CC(=O)Nc1ccc(S(=O)(=O)Nc2ccc(S(=O)(=O)Nc3nc(C)cc(C)n3)cc2)cc1,x,-4.1&-4.3

Structure,mHTT-CaM PPI inh,Pf apPOL block
Cc1ccc(N2NC(=O)/C(=C\c3ccc(N4CCOCC4)cc3)C2=O)cc1Cl,-1.0,1.0
CCOC(=O)c1sc2nc(NC(=O)COc3ccccc3)sc2c1C,-17.8,-2.9
O=C(NCCC1=CCCCC1)c1ccc(-n2cccn2)nn1,-11.1,2.9
N#Cc1cc2c(=O)n3ccccc3nc2n(CC2CCCO2)c1=N (configuration not stated),-1.0,-5.2
CCOc1ccc(-c2cc(=O)n(CC(=O)Nc3cc(C)on3)cn2)cc1,-13.6,-2.3
O=C1c2ccccc2C(=O)N1Oc1ccc([N+](=O)[O-])c([N+](=O)[O-])c1,x,22.0
O=C(c1ccc(Br)cc1)N1CC2C3CCC(O3)C2C1 (configuration not stated),x,7.1
